From PubChem
CaV13 FRET inh – Disruptors of the CACNA1D IQ motif to Ca2+-dependent inactivation inhibitor domain association, primary screening, Förster resonance energy transfer in intact living …. hit rate 0.098% among 340,000. AID 743397. inhibition, % at 12.3 µM. HEK cells, CFP/YFP FRET ICDI-IQ, plate reader, 10 min; percent FRET-ratio fall versus neutral wells;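 active means mean replicate inhibition of at least 30% and at least 1% of replicates passing that level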;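 further: 0% = median of the neutral control wells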
Peg3 promoter – Peg3 promoter-driven luciferase inhibitors, primary screen, cell-based, HeLa, luciferase luminescence. AID 588405, 2011. hit rate 1.7% among 360,000. HeLa PEG-Prom luciferase reporter, overnight. inhibition, % at 20 µM;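 active means inhibition of at least 50% at 20 µM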
Cardio protect – cardioprotection against H2O2-induced cell death, primary screen, uHTS, H9c2 cells, ATPLite luminescence; protection from H2O2 cell death, % at 20 µM; hit rate 0.63% among 360,000; AID 588492, 2011; H9c2 cardiomyocytes, H2O2 injury protection, 2 h;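 active means compounds giving at least 50% protection of heart cells from peroxide-induced death in the single-dose screen, raw or plate-pattern-corrected value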;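 further: 0% = DMSO wells with peroxide and 100% = DMSO wells without peroxide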
m5-HT2A agonist – mouse Htr2a agonists via beta-arrestin recruitment, primary screen, cell-based, luminescence; 5-hydroxytryptamine receptor 2A (Mus musculus), P35363; CHO-K1 mHTR2A beta-arrestin complementation; percent of 30 µM serotonin response; activation, % at 7.6 µM; hit rate 0.66% among 360,000;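 active means activation above a run cutoff, the mean activation of all tested compounds plus 3 SD, cut at about 14% in these data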;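 further: 0% = plate median of compound wells and 100% = 30 µM serotonin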
Target sequence (P35363 whole entry, looked up): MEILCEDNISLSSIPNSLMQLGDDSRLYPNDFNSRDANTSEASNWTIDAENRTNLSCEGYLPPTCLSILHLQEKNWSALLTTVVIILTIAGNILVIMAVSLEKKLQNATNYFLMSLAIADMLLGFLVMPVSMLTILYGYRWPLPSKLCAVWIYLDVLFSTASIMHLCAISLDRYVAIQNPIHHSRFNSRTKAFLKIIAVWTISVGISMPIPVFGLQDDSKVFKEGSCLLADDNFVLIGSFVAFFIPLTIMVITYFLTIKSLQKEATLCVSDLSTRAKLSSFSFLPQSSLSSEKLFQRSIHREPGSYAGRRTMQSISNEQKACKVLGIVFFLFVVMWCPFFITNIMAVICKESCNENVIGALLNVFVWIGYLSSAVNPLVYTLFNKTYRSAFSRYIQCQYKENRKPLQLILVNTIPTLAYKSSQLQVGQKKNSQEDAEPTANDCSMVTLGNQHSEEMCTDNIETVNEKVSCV
hiPSC survival – enhancers of single-cell hiPSC survival, primary screen, ATPlite luminescence. 100% = ROCK inhibitor wells, 0% = DMSO. survival enhancement, % at 20 µM. hit rate 0.044% among 360,000. AID 602274, 2012; in the data active means survival enhancement above about 18%;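 further: cells exposed to compounds for 16 hours before the ATP read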
HIF-2a block – HIF-2a reporter inhibitors, primary screen, luminescence, 786-0 RCC cells | AID 624352, 2012 | inhibition, % at 18.8 µM | 786-0 RCC cells HIF-2a reporter, luciferase luminescence, overnight | hit rate 0.72% among 360,000;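 active means inhibition of the luminescence signal of 40% or more relative to plate controls, in a single-dose primary screen at 18.75 µM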
Shn3 inh set2 – reduction of Shn3 3'UTR firefly luciferase signal, primary screen, Schnurri-3 inhibitor project, cell-based, Clone20 osteoblasts, set 2; Clone20 osteoblast Shn3 3'UTR firefly luciferase, 24 h; AID 588674, 2011; hit rate 0.52% among 360,000; inhibition, % at 12.5 µM;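 active means mean inhibition of at least 75% with every replicate also reaching 75%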;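 further: 0% = median of neutral control wells and 100% = pilot-screen positive control compound; some compounds past the cut are filed as inactive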
PDI turbidity – inhibitors of human PDI, primary screen, biochemical, turbidity, single point, plate reader | hit rate 0.052% among 350,000 | PDI insulin aggregation turbidity, A650, 90 min | AID 588391, 2011 | Protein disulfide-isomerase (Homo sapiens), P07237 | inhibition, % at 10 µM;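 active means mean inhibition across replicates of 30% or more, whatever share of single replicates reach that level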;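 further: absorbance from insulin aggregation driven by PDI reduction with DTT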
NR2E3 ag-1 – NR2E3 agonists in two-hybrid cells, primary screen, cell-based, luminescence, CHO-S, Gal4-NCOR/VP16-NR2E3; Photoreceptor-specific nuclear receptor (Homo sapiens), Q9Y5X4; luciferase; inhibition of corepressor binding, % at 3.98 µM; hit rate 0.35% among 360,000; AID 602229, 2012;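 active means inhibition above the mean of all tested compounds plus 3 SD, cut at about 70% in these data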;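 further: 0% = DMSO with NR2E3 transfected cells and 100% = cells lacking NR2E3 construct; higher means lower luciferase signal from less NR2E3 corepressor binding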
Target sequence (Q9Y5X4 whole entry, looked up, the tested form may be a part): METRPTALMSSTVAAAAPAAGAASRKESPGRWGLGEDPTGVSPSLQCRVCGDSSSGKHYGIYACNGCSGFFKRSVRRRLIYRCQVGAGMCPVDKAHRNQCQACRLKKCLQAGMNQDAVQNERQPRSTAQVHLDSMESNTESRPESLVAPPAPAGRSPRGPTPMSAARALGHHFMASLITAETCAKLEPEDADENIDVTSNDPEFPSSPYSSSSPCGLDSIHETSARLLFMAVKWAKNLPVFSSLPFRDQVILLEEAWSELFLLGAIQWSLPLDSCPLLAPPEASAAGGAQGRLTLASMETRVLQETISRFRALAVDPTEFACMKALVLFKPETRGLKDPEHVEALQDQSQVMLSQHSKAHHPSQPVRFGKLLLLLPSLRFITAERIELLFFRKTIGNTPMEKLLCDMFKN
NR2E3 ag-2 – inhibitors of NR2E3-RetCOR corepressor binding, primary screen, NR2E3 agonist project, biochemical, TR-FRET, GST-NR2E3, biotin-RetCOR; 1536-well; inhibition of corepressor binding, % at 4.78 µM; hit rate 0.12% among 320,000; AID 2300, 2010;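 active means percent inhibition above the cutoff of mean plus 3 SD of all tested compounds, set per screening campaign, cut at about 20% in these data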;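 further: 0% = DMSO wells and 100% = biotin wells as full block of FRET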
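system = GST-tagged NR2E3 plus biotinylated RetCOR corepressor | input = 1.35 nM GST-NR2E3 | also added = 7 nM biotin-RetCOR | schedule = 5 h incubation at 4 °C | measured by = TR-FRET with europium anti-GST and streptavidin-D2, 340 nm excitation | read-out = percent loss of FRET ratio relative to control wells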
TRPM1 prom inh – inhibitors of MITF-dependent TRPM1 promoter reporter, primary screen, cell-based, SK-MEL-5, single point, luciferase; hit rate 0.83% among 330,000; inhibition, % at 12.5 µM; SK-MEL-5 TRPM1 promoter luciferase, 24 h; AID 488899, 2010;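 active means mean inhibition across replicates of 60% or more, whatever share of single replicates reaches that level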; further: values of inactives mirror those of a sister screen read the other way
Numbers without * were called inactive; / = no result given. Random draw from the library; about 3.9% have a hit in one of these screens.

SMILES	CaV13 FRET inh	Peg3 promoter	Cardio protect	m5-HT2A agonist	hiPSC survival	HIF-2a block	Shn3 inh set2	PDI turbidity	NR2E3 ag-1	NR2E3 ag-2	TRPM1 prom inh
O=C(Cc1ccccc1)NCC(=O)N/N=C/c1ccc([N+](=O)[O-])s1	-3.0	33.5	-2.3	18.5*	-0.3	6.1	-11.1	10.3	-16.0	-2.8	82.7*
Cc1cc(C(=O)NCc2ccc(F)cc2)c2ccccc2n1	-3.7	-0.6	3.9	4.0	-0.4	2.1	-6.1	9.6	-4.2	3.0	-2.3
COc1cccc(C(=O)CN(C(=O)c2ccc(Cl)c(Cl)c2)N2C(=O)c3ccccc3C2=O)c1	-7.2	5.0	10.3	-3.3	-1.7	11.1	5.4	-2.2	0.3	1.9	15.0
CC(C)C(c1nnnn1Cc1ccccc1)N1CCc2ccccc2C1 (centres undefined)	-8.6	20.8	4.1	-3.6	4.2	6.9	-0.3	-8.2	6.6	-0.6	5.8
COc1ccc(Nc2nc(-c3cccs3)nc3ccccc23)c(OC)c1	-7.1	-21.6	16.0	3.2	3.1	-3.4	-6.7	-0.5	-28.0	2.1	-2.9
COc1ccc(Nc2cc(C)nc3nc(C)nn23)cc1Cl	-12.1	14.7	-0.3	-3.0	-2.0	13.5	10.7	/	-30.0	1.6	10.0
Cn1c(CC(=O)Nc2ccccc2F)nnc1SCC(=O)NC1CCCCC1	-3.1	14.3	-3.0	3.3	0.1	-3.5	-1.0	-3.8	-17.6	-2.0	11.4
c1ccc(SCc2nc(-c3cccnc3)no2)cc1	-5.2	-255.3	-3.6	-6.8	-1.0	-239.8	-27.6	25.8	-92.8	-0.3	-103.2
CCOC(=O)C1=NN(c2ccccc2)C(=O)/C1=C\c1ccc(N(C)C)cc1	-3.7	29.1	21.7	-2.2	-3.7	16.4	/	-22.6	-14.0	-1.5	5.1
c1ccc(Cn2nnnc2CN2CCN(Cc3ccc4c(c3)OCO4)CC2)cc1	-4.3	8.1	-3.0	2.4	-3.5	15.4	-2.7	3.1	-5.6	0.7	10.5
CCc1cccc(CC)c1NC(=O)COC(=O)Cc1ccsc1	-4.0	12.4	-1.8	0.9	-0.8	15.1	-4.4	-4.5	1.1	0.5	13.9
COc1ccccc1CNC(=O)c1ccc(N(C)S(=O)(=O)c2ccc(C)cc2)cc1	-5.3	19.3	0.4	-4.2	1.9	4.2	13.9	-7.8	18.2	4.8	-22.4
O=C(Nc1cccc(-c2ccc(N3CCCCC3)nn2)c1)c1ccc(Br)o1	-5.7	-97.9	-16.9	-2.3	-0.5	-168.4	-35.1	-4.2	-53.3	-3.3	-42.8
Cc1cnc(NC(=O)c2sc3ccccc3c2Cl)s1	-17.1	7.5	-10.2	-2.0	-6.9	12.1	17.9	7.6	-148.8	2.9	17.8
C=CCNC(=O)COC(=O)c1c2c(nc3ccccc13)CCC2	-4.2	22.5	21.3	-2.5	-0.6	5.9	13.5	-12.9	-15.4	3.7	5.4
CCCCN(C)C(=O)C1CCN(Cc2ccc(OCc3ccccc3)cc2)CC1	/	-21.6	-12.5	-5.4	-1.6	-20.3	4.5	1.4	8.7	-0.7	3.5
COc1ccc(-n2cnnc2SCC(=O)NC2CCCc3ccccc32)cc1 (centres undefined)	-2.7	4.6	6.5	6.3	-3.3	11.3	11.4	5.9	-8.2	-0.5	3.0
O=C(O)C1Cc2[nH]cnc2C(c2cccc([N+](=O)[O-])c2)N1 (centres undefined)	-5.1	4.1	5.4	9.4	0.1	11.6	11.9	-0.5	15.0	1.8	-0.8
CC1CCN(c2ccc(C(=O)Nc3ccc4c(c3)OCO4)cc2[N+](=O)[O-])CC1	-9.7	-4.9	-7.8	-5.4	-0.6	-71.2	31.6	4.0	-56.6	1.4	-22.9
Cc1ccc(NC(=O)c2ccc(=O)[nH]n2)cc1S(=O)(=O)Nc1ccccc1Cl	-21.1	12.8	7.0	-7.0	0.2	15.5	23.1	12.3	11.2	2.1	6.3
COc1ccc(N(C)S(=O)(=O)c2cccc(C(=O)NCc3ccc(C)cc3)c2)cc1	-4.5	24.6	-3.6	-1.9	-0.3	19.9	2.8	-1.7	-12.3	4.1	6.4
COc1ccc(C2=Nn3c(nnc3-c3ccccc3OC)SC2)cc1OC1CCCC1	/	20.8	-3.8	-3.6	-0.5	23.7	36.2	-6.2	6.0	/	65.9*
CCOc1ccc2nc(CN3CCN(Cc4ccsc4)C(CCO)C3)ccc2c1 (centres undefined)	6.0	2.6	14.6	-2.2	-0.6	19.5	/	2.6	18.7	-2.0	1.6
O=C(Nc1ccc(O)cc1)c1c(O)c2c([nH]c1=O)CCCC2	0.1	-320.2	-5.9	-0.7	-4.2	-291.4	-85.5	-0.5	-103.1	/	-80.7
COc1ccc(NC(=O)CSc2nc3ccccc3c(=O)n2CCCO)cn1	-5.7	4.6	9.1	1.8	0.8	7.6	-14.0	2.0	-12.6	0.7	-5.1
CCOc1ccc2c(=O)c(Oc3ccccc3)c(C)oc2c1	-5.7	-6.8	-20.4	5.3	5.7	-19.1	-2.5	5.5	24.7	2.3	-4.7
Cc1ccc(CNC(=O)CNS(=O)(=O)c2ccc3c(c2)C(C)(C)C(=O)N3C)cc1	-9.9	9.8	4.9	-1.6	2.8	6.1	-5.2	/	-6.9	1.6	/
CCOc1ccc(C(C(=O)NCCOC)N(CCOC)C(=O)CCC(=O)Nc2ccccn2)cc1 (centres undefined)	-3.3	19.1	-3.7	0.7	-0.1	11.2	10.4	2.1	-22.5	2.3	-7.2
O=C(CCN1C(=O)C2C3C=CC(C3)C2C1=O)N1CCN(c2ccccc2Cl)CC1 (centres undefined)	-7.2	0.1	-3.1	-2.4	-0.3	-1.6	17.6	5.0	-33.8	8.0	-9.8
CCOC(=O)N1CCC(NC(=O)c2ccc3c(c2)N=C(C)c2c(C)ccc(C)c2S3)CC1	-7.5	20.9	-5.2	-10.3	1.1	24.5	30.9	-1.1	26.5	-1.3	59.1
Cc1ccc(S(=O)(=O)NNC(=O)c2cc(C)c(C)cc2N)cc1	-9.4	13.2	3.0	-2.2	0.4	2.5	-6.3	8.5	-7.6	/	-2.2
O=C(O)c1ccc(Cl)c(N2C(=O)Nc3ccccc3N2O)c1	-4.4	15.9	2.5	8.1	3.1	16.0	-9.6	-2.0	-37.9	-0.6	-5.1
Cc1cccc(NS(=O)(=O)c2cc(C(=O)OC(C)C(=O)NCc3ccc4c(c3)OCO4)ccc2C)c1 (centres undefined)	-3.3	36.4	-7.6	-5.3	-0.6	27.1	58.1	-3.6	3.0	1.0	3.3
O=C1C(Cl)=C(Nc2ccccc2O)C(=O)N1c1ccccc1	-5.4	-91.5	-2.5	0.4	-2.5	-86.3	-70.0	-0.1	-99.0	1.1	-13.4
Cc1ccccc1C(=O)NC(C)c1ccc2c(c1)CCCC2 (centres undefined)	-5.4	22.6	-1.8	-5.3	-2.4	17.4	6.7	2.3	5.0	6.4	-5.6
COc1ccc2oc(C(=O)N(C)CCOc3ccccc3)c(C)c2c1	-3.0	-150.4	-3.2	-2.4	-0.3	-136.4	-25.4	-11.4	-2.1	0.2	-62.8
COc1ccc(-c2cc(C(=O)OCC(=O)N3CCOCC3)c3ccccc3n2)cc1	-6.1	-118.7	5.8	1.8	-3.2	-109.6	-29.6	-8.2	4.8	/	-7.8
CC(=O)Nc1ccc(S(=O)(=O)Nc2ccc(N3CCCCC3)cc2)cc1	-2.6	-7.2	-18.9	-5.0	-0.2	-32.4	77.2	-2.9	40.4	/	/
Cc1ccccc1S(=O)(=O)Cc1ccc(C(=O)NCCc2ccccc2)o1	-2.7	-31.3	-1.0	6.7	0.8	-77.3	-26.1	2.4	-19.1	0.5	-10.5
O=C(c1sc2ccccc2c1Cl)N(Cc1ccccc1Cl)C1CCS(=O)(=O)C1 (centres undefined)	-5.5	31.9	-0.7	-0.3	-1.0	-0.4	4.7	2.7	1.9	-0.3	0.0
COc1ccc(-c2onc3ccc(C(C)=O)cc23)cc1	-6.4	-207.7	6.2	2.4	-0.7	-104.7	-68.7	-4.5	-24.1	1.6	-23.1
Cc1cccc(Nc2nccc(N(C)C)c2C#N)c1	-5.1	-8.8	0.2	1.3	-1.1	-4.7	4.8	5.7	-1.8	4.5	-6.9
Cc1cccc(-n2ncc3c(N)ncnc32)c1	-3.8	-90.5	-10.8	-3.9	-1.2	-122.3	-12.5	-6.6	-8.6	0.2	-0.6
CCOc1ccc(CCNC(=O)CCc2nc(-c3ccc(OC)cc3)no2)cc1OCC	0.2	10.7	-3.8	-5.4	-0.7	1.0	18.0	-16.7	18.4	2.2	5.7
CC1=C(C(N)=O)C(c2cccc(OCc3ccccc3)c2)n2nnnc2N1 (centres undefined)	-5.4	2.6	6.1	-5.9	-1.1	16.5	-8.8	-3.5	-9.0	0.9	6.1
O=C(CNC(=O)c1ccc(Cl)cc1)N/N=C/C=C/c1ccccc1	-2.0	13.8	-7.1	3.3	-0.1	5.6	-1.5	-0.8	-26.7	2.3	-13.3
COc1ccccc1C(=O)Nc1ccc(OCC(=O)N2CCCCC2)cc1	-3.0	-49.0	-7.2	2.7	-0.2	-81.6	-14.9	-12.0	-0.3	1.1	-30.7
COc1ccc(CN2CCNC(=O)C2CC(=O)NC2CCC2)c(OC)c1 (centres undefined)	/	-8.2	4.2	-1.2	0.6	-1.5	-3.9	-2.3	-20.0	/	-4.1
N#Cc1ccc(C(=O)N2CCC3CC2c2cc(-c4ccccc4)ccc23)cc1 (centres undefined)	-4.0	0.3	1.1	-3.3	-1.2	-1.5	9.1	-4.3	-49.5	/	9.8
Cc1cc(C)nc(N(C#N)CN2C(=O)c3ccccc3C2=O)n1	-8.1	12.2	13.7	-1.1	6.6	-3.1	3.9	-6.4	5.6	-3.3	-5.1
COc1ccc(OCC(=O)N/N=C\c2ccco2)cc1	-6.8	8.3	2.3	-5.1	-1.0	9.7	-10.0	-0.2	-4.9	1.3	1.4
CC1(C(=O)NS(=O)(=O)c2cccc(OC(F)F)c2)CCN1C(=O)C1CCCCC1 (centres undefined)	-6.2	6.1	6.9	5.4	-0.8	10.5	-27.5	-1.5	-20.8	/	/
